Screens deposited in PubChem by several laboratories.
MEKK2mut PB1 HTS – signal of MEK5 binding to mutant human MEKK2 PB1 domain. percent response, % at 10 µM. 0.35% of 290,000 active. bead flow cytometry, Alexa488-MEK5 binding to MEKK2 mutant; in the data active means percent response above about 24%, passing the limit was not always enough; further: inactives centre near 1; some results filed as inactive read as strong as hits
GalR3 antag – blocks the human galanin receptor 3 | inhibition, % at 3 µM | 0.44% of 360,000 active | O60755 | HEK293 GalR3-CNG cAMP membrane potential fluorescence; galR3 body fused to GalR1 C-terminus;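 active means inhibition above the screen-wide average plus 3 SD, cut at about 13% in these data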;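 further: forskolin and galanin both at EC90 stimulate the cells; cAMP rise reported by CNG channel membrane potential dye signal; 0% = forskolin plus galanin with DMSO and 100% = forskolin alone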
Target sequence (O60755 1-299 limits assumed): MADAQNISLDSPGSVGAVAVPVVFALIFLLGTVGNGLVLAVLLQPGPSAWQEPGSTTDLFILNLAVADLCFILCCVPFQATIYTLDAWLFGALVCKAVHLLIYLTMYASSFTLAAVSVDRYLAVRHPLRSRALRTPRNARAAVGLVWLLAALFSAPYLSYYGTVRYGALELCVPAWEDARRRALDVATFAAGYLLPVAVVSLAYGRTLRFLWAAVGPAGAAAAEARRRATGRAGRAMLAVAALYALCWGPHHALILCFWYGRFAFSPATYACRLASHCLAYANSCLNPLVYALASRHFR
CRFR2-BP ag – CRF-BP/CRF-R2 complex agonism; 0.46% of 350,000 active; activation, % at 13.2 µM; AID 588473; HEK293 CRF-R2/CRF-BP, calcium dye fluorescence (FLIPR); percent of saturating CRF peptide response;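 active means activation of at least 50%, plus an integration ratio under a set limit after plate pattern correction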;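 further: plate controls were neutral control wells without compound for no effect and CRF at EC100 for full effect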
MEKK2 WT-MEK5 – raises or lowers MEK5 binding to wildtype human MEKK2 PB1 domain | Q9Y2U5 | bead flow cytometry, Alexa488-MEK5 binding to MEKK2 WT; actives lie on both sides | binding response (% of control), % at 10 µM | 1.1% of 290,000 active | AID 1531; in the data active means binding response below about 67% or above about 130%
SUMO HTRF inh – inhibitors of human SUMOylation (UBC9); P63279; HTRF SUMOylation assay, SAE1/SAE2 + UBC9, in vitro; inhibition, % at 35 µM; 0.36% of 290,000 active; in the data active means inhibition above about 50%, passing the limit was not always enough; further: strong numbers were not always called active
Target sequence (P63279 whole entry, looked up): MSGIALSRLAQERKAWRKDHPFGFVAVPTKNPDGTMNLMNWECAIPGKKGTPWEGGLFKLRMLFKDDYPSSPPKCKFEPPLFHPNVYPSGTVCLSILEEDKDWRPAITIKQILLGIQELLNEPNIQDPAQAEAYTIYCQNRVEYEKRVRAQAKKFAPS
HCV NS3 hel inh – HCV NS3 helicase inhibition | NS3 helicase DNA unwinding, Cy5 molecular beacon fluorescence | inhibition, % at 10.9 µM | 0.56% of 290,000 active;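 active means inhibition above the mean of all tested compounds plus 3 SD, set per campaign, cut at about 35% in these data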;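 further: 0% = DMSO wells and 100% = thioflavine S control wells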
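System: Hepatitis C virus NS3 helicase domain fragment enzyme | Reagent: Annealed dual-labelled DNA beacon duplex, ATP-started | Compound dosing: 10.9 µM single point, 0.8% DMSO | Incubation: 1 h reaction at 25 °C, ATP-initiated | Technique: Cy5 fluorescence | Evaluation: Percent inhibition from t60/t0 fluorescence ratio | Benchmarks: Low DMSO, high thioflavine S at 110 µM | Replication: Singlicate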
CRFR2-BP antag – blocks CRF-induced signaling of the CRF-BP/CRF-R2 complex; HEK293 CRF-R2/CRF-BP, CRF-induced calcium fluorescence; inhibition, % at 11.8 µM; 0.59% of 350,000 active; AID 588475;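 active means inhibition of the ligand-induced calcium signal above about 50% at the single tested concentration, limit read from the data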
DNA FID counter – displaces DNA intercalator in HCV helicase counter-screen; DNA fluorescent intercalator displacement, fluorescence; inhibition, % at 7.9 µM; 0.17% of 290,000 active; in the data active means inhibition above about 37%;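 further: 0% = vehicle and 100% = reference compound; higher means more ethidium bromide displaced from hairpin DNA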
MEKK3 PB1 HTS – modulators (inhibitors or enhancers) of MEK5 binding to human MEKK3 PB1 domain. 1.4% of 290,000 active. binding response (% of control), % at 10 µM. bead-based flow cytometry, Alexa488-MEK5 binding to MEKK3; actives lie on both sides; 0 = blocked by unlabeled MEK5, 100 = vehicle. Q99759. AID 1529;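 active means binding response more than 3 SD above or below the average of its plate-row segment, actives on both sides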;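 further: Alexa488 bead fluorescence after subtracting the streptavidin-only scavenger bead signal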
Target sequence (Q99759 whole entry, looked up, the tested form may be a part): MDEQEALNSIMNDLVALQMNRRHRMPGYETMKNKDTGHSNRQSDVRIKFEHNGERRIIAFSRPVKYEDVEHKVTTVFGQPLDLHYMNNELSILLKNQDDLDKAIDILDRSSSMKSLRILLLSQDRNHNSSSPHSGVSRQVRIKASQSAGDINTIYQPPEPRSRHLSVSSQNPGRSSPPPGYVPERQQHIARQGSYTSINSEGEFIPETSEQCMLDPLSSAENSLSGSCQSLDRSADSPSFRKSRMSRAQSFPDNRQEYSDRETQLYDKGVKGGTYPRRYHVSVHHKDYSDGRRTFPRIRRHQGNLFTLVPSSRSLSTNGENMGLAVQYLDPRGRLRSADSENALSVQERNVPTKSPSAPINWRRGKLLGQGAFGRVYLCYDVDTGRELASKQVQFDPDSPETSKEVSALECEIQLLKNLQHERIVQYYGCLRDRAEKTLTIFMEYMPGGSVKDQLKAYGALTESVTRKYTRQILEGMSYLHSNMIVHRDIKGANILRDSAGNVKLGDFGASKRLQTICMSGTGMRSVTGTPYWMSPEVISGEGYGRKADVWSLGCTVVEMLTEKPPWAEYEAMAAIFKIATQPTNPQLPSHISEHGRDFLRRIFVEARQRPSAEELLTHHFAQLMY
* = called active by the depositor; . = not tested or not shown.

SMILES	MEKK2mut PB1 HTS	GalR3 antag	CRFR2-BP ag	MEKK2 WT-MEK5	SUMO HTRF inh	HCV NS3 hel inh	CRFR2-BP antag	DNA FID counter	MEKK3 PB1 HTS
COc1ccc(-c2onc(C)c2-c2cscn2)c(O)c1	7	-4	0.0	108	2	-3	6	-3	101
Cc1nc(C)c(-c2csc(Nc3ccc(S(N)(=O)=O)cc3)n2)s1	5	-8	-1.2	113	-2	15	17	-10	109
CCOC(=O)C1CCN(Cc2cccc(OCc3ccccc3)c2)CC1	10	-8	-1.2	112	11	-12	-11	9	105
NC(=O)c1ccc(NC(=O)CSc2nnc(-c3ccncc3)n2Cc2ccco2)cc1	-1	-5	1.1	93	5	-4	32	-13	101
COCCSc1nnc(NC(=O)C2CC(=O)N(C3CCCC3)C2)s1 (centres undefined)	0	0	-1.5	100	1	2	-1	-26	102
O=C(Nc1nncs1)c1ccccc1Br	3	8	0.4	99	8	4	-6	-6	96
COc1ccc(NS(=O)(=O)c2cccc3nsnc23)cc1Cl	4	-4	2.1	109	-8	5	2	-1	100
COC(=O)c1sccc1NC(=O)Nc1ccc(C(C)=O)cc1	2	-3	-0.8	103	3	-5	9	-18	102
O=C(CN(Cc1ccco1)C(=O)c1nsc(Cl)c1Cl)NC1CCCCC1	-1	-2	1.2	98	4	0	5	-20	104
CN(Cc1cccc(-n2cccn2)c1)C(=O)CCc1nnc(C2CCCCC2)o1	-1	-8	0.1	99	6	2	-7	-40	103
COc1ccc(-c2oc3ncn(Cc4ccco4)c(=N)c3c2-c2ccc(OC)cc2)cc1	6	-5	2.2	106	11	-12	-33	-15	95
Cc1[nH]nc(SCC(=O)NCc2ccc(Cl)cc2)c1[N+](=O)[O-]	-2	-6	-1.3	108	5	1	0	4	107
NS(=O)(=O)c1ccc(NC(=S)NNC(=O)CCC(=O)Nc2ccccc2Cl)cc1	-2	-5	0.2	98	35	-6	-17	-7	100
O=C(O)CCC1COc2ccccc2O1 (centres undefined)	5	-1	0.7	100	12	4	-9	0	97
c1ccc(OCc2nn3c(C4CCCCC4)nnc3s2)cc1	4	-1	-0.6	101	3	-6	-10	-16	97
COc1ccc(C2(O)CCN(C(=O)c3ccc4c(c3)OCO4)CC2)cc1	1	-5	-0.9	101	4	-7	-6	-5	100
COc1ccc(NC(=O)c2ccccc2NC(=O)c2ccco2)c(OC)c1	5	2	-2.0	104	-10	-3	-7	-10	105
Nc1c2nc(-c3ccccc3)[nH]c(=O)c2nc(=O)n1-c1ccccc1	-27	-8	0.9	76	20	-6	-3	-5	82
O=C(NC(=S)NCC1CCCO1)c1ccc(Cl)cc1Cl (centres undefined)	1	0	-5.1	111	-13	-8	29	-3	143*
COc1ccccc1CNC(=O)c1cc(-c2ccncc2)nc2c(Cl)cccc12	3	-2	-1.6	96	7	-23	5	-26	102
CCC(=O)N1CCc2cc(S(=O)(=O)NC(C(=O)NCc3ccccc3)C(C)C)ccc21 (centres undefined)	-4	-2	0.6	94	19	12	22	-7	91
COC(=O)c1cccc(C(=O)Nc2cnc3ccccc3c2)n1	19	1	1.9	108	0	0	4	-16	109
CCS(=O)(=O)c1ccc2c(c1)N(S(=O)(=O)c1cccs1)CC(C(=O)O)O2 (centres undefined)	7	-4	2.4	106	13	11	-8	-8	102
O=C(NNC(=O)c1sccc1-n1cccc1)c1ccccc1	-9	-1	1.4	97	0	5	-20	0	92
CCOc1ccc(OCc2ccc(C(=O)N3CCOCC3)cc2)cc1	-1	-1	-1.0	103	-13	3	7	-24	104
COC(=O)Cc1ccc(N(Cc2ccccc2F)S(=O)(=O)c2ccc(Cl)cc2)cc1	-6	-5	7.9	96	-28	-2	-7	2	103
O=C(CCc1ccc(F)c(F)c1)NC1CCCN(Cc2ccc(Cl)cc2)C1 (centres undefined)	5	-9	0.1	113	-2	-10	-1	5	106
COc1coc(C(O)CN)cc1=O (centres undefined)	-1	0	0.6	99	2	2	-7	-3	96
CCCN(C(=O)Cc1c(C(=O)O)n(C)c2ccccc12)c1cccc(C)c1	0	-9	-0.8	105	-15	10	-5	-30	104
CC(C)=NNc1nc2c(c(=O)[nH]c(=O)n2C)n1CCc1ccccc1	-4	0	-4.5	100	10	13	0	-1	102
CC(CN1CCN(C)CC1)OC(=O)c1ccccc1 (centres undefined)	3	3	0.4	97	12	-1	7	4	101
O=C(NCCCCCCOC1=NS(=O)(=O)c2ccccc21)C(=O)Nc1ccccc1	-2	-5	-0.1	97	16	-2	-27	-23	92
CC(=O)N1CCN(C(=S)NCCc2ccccc2)CC1	-1	2	0.5	96	-17	-5	1	0	122
Cc1cc(C(=O)NNC(=O)c2ccc(C(F)(F)F)cc2)no1	-6	-3	0.3	100	6	-7	6	-2	91
O=C(CSc1cccc(C(F)(F)F)c1)NCc1ccccc1	-3	-3	-2.8	96	7	-7	18	-10	93
Cc1csc(NC(=O)CCCC(=O)O)c1-c1nc2ccccc2s1	-18	-1	-1.4	98	31	1	-5	-6	88
CCCCSCCCNC(=O)c1ccc2c(c1)N(CC)C(=O)c1ccccc1S2=O (centres undefined)	8	-12	-10	108	-13	-1	-15	-40	105
O=C(NCC1CCCO1)c1ccc(-c2cccc(C(F)(F)F)c2)o1 (centres undefined)	8	-2	-3.4	106	3	4	0	-29	103
O=C(O)c1cc(CN2CCOCC2)oc1-c1ccccc1	2	-6	0.2	110	-15	4	2	9	108
COC(=O)/C(=C\c1ccc(O)cc1)c1nc2ccccc2[nH]1	2	-3	0.2	100	9	-16	-3	-3	102

Arranged by number of heavy atoms (rising): 6 of the compounds above.
SMILES	MEKK2mut PB1 HTS	GalR3 antag	CRFR2-BP ag	MEKK2 WT-MEK5	SUMO HTRF inh	HCV NS3 hel inh	CRFR2-BP antag	DNA FID counter	MEKK3 PB1 HTS
COc1coc(C(O)CN)cc1=O (centres undefined)	-1	0	0.6	99	2	2	-7	-3	96
CC(CN1CCN(C)CC1)OC(=O)c1ccccc1 (centres undefined)	3	3	0.4	97	12	-1	7	4	101
O=C(CSc1cccc(C(F)(F)F)c1)NCc1ccccc1	-3	-3	-2.8	96	7	-7	18	-10	93
COC(=O)c1cccc(C(=O)Nc2cnc3ccccc3c2)n1	19	1	1.9	108	0	0	4	-16	109
O=C(CCc1ccc(F)c(F)c1)NC1CCCN(Cc2ccc(Cl)cc2)C1 (centres undefined)	5	-9	0.1	113	-2	-10	-1	5	106
O=C(NCCCCCCOC1=NS(=O)(=O)c2ccccc21)C(=O)Nc1ccccc1	-2	-5	-0.1	97	16	-2	-27	-23	92

Remaining list, next part
SMILES	MEKK2mut PB1 HTS	GalR3 antag	CRFR2-BP ag	MEKK2 WT-MEK5	SUMO HTRF inh	HCV NS3 hel inh	CRFR2-BP antag	DNA FID counter	MEKK3 PB1 HTS
CN1CCN(c2nc3c(c(=O)n(C)c(=O)n3C)n2CCSc2nc3ccccc3s2)CC1	13	.	-2.7	97	12	-6	-24	8	114
COC(=O)C1=C(NC(=O)C2CCCCC2)CCS1	9	-6	-1.1	116	9	2	24	1	103
O=C(NCCc1ccccn1)c1ccc(OC2CCN(CCc3ccccc3)CC2)cc1	-6	3	2.3	95	-2	-6	0	8	93
CCOC(=O)C1=C(C)N=C2SC=C(C)N2C1c1ccc(OC)cc1 (centres undefined)	2	2	-3.0	94	-14	-14	1	9	95
Cc1cccc(C(=O)NCCC(=O)Nc2ccc(C)c(F)c2)c1	-1	-9	-3.5	94	9	7	9	-18	96
Cc1ccccc1C(=O)Nc1ccc(S(=O)(=O)N2CCCC2)cc1	-8	-8	-1.8	89	-2	-10	0	-11	92
CCN(CC)S(=O)(=O)c1cc(C(=O)N2CCc3ccccc32)ccc1Cl	.	4	-1.6	.	-3	-6	-35	-24	.
Cn1nnnc1SCC(=O)N1CCN(c2ccccc2)CC1	8	0	4.9	104	-3	3	16	-4	101
CCC1CCCCN1Cc1nc2c(c(=O)n(C)c(=O)n2C)n1Cc1ccccc1 (centres undefined)	11	.	1.3	111	-1	0	10	-6	106
CS(=O)(=O)N1CCn2c1nc1ccccc12	-14	-6	0.6	84	1	-4	-11	0	84
COc1ccc(CCNC(=O)c2cc(S(=O)(=O)N3CCC4(CC3)OCCO4)ccc2F)cc1OC	-9	7	-0.4	89	4	-1	7	-37	104
O=C(CCC(=O)c1cccs1)OCc1nnc(-c2ccccc2)o1	2	-3	-1.3	110	21	1	0	-16	110
Cc1ccccc1CN1C[C@@H]2C[C@@H](c3cn[nH]c3-c3ccccc3)N3CCC[C@@]23C1=O	-1	-7	2.5	101	-2	24	-6	-7	101
COc1ccccc1C(=O)N/N=C(\C)CC(=O)Nc1ccc(Cl)cn1	2	6	-0.6	103	-7	-12	9	-17	104
Cn1c(=O)c(=O)n(C)c2cc(S(=O)(=O)CCC(=O)Nc3cccc(C(F)(F)F)c3)ccc21	3	2	-1.2	103	6	-4	-7	-8	102
COc1ccccc1/C=C(/C#N)C(=O)O	0	-7	0.2	98	20	11	10	-3	92
Cc1[nH]nc2c1/C(=N/O)CC(c1ccccc1)C2 (centres undefined)	10	0	1.8	112	-3	8	-2	-2	112
CSc1nc(-c2ccccc2)nc(N2CCOCC2)c1C(C)=O	-1	-7	-1.9	102	-17	5	-26	-36	109
O=C1CSC(=Nc2cccc([N+](=O)[O-])c2)N1	3	-10	1.0	105	18	-12	-2	-1	107
C=CCC1S/C(=N/N=C/c2cccs2)NC1=O (centres undefined)	-8	-5	-0.1	93	-5	16	-8	-9	101
Cc1onc(-c2ccccc2Cl)c1C(=O)OCC(=O)c1ccc2c(c1)OCCO2	3	-1	0.5	112	-19	-8	-10	-10	114
N#CC1=C(S)N(c2ccccc2)C(c2ccc(-c3cccc(Cl)c3)o2)NC1=O (centres undefined)	0	5	0.1	101	9	36*	-24	-15	130*
CCOc1ccc(OCc2ccc(C(=O)NC(C)C)o2)cc1	4	-9	-0.8	104	-13	2	13	-18	101
CCCCOc1ccc(NC(=O)Cn2c(=O)ccc3c(C)cc(C)nc32)cc1	2	1	-1.1	99	-1	7	-13	-10	99
O=C(NC1CCCc2c1cnn2-c1ccc(F)cc1F)c1ccccn1 (centres undefined)	-11	-5	-0.3	90	-2	-2	-24	-19	95
S=C(Nc1ccc(Cl)cc1)NC1CCCCC1	4	-1	7.3	101	4	12	22	-7	102
OC1CCCN(Cc2nc(Cc3ccccc3Cl)no2)C1 (centres undefined)	1	-4	-2.3	95	12	3	-5	2	102
O=C(NCc1cccc(CNC(=O)C(=O)NCC2CCCO2)c1)C(=O)NCC1CCCO1 (centres undefined)	-4	4	0.8	100	14	-2	0	0	103
CCOc1cccc(CN(C)CC2CCCN(CCc3ccc(Cl)cc3)C2)c1O (centres undefined)	8	-4	0.5	129	-12	-25	-5	11	97
C=CCn1c(CC(=O)Nc2ccc(C)cc2C)nnc1SCC(=O)N1CCOCC1	8	1	-1.6	108	17	7	6	-15	105
O=C1CC(N(C(=O)c2ccco2)c2cccc(Cl)c2)C(=O)N1c1cccc(Cl)c1 (centres undefined)	5	-9	-1.0	104	2	1	12	-22	109
CCOC(=O)C1(O)CSc2nc3sc(C(=O)O)c(C)c3c(=O)n21 (centres undefined)	-6	1	0.5	101	22	1	15	2	101

Not all compounds are listed (hit frequency here may not be typical).
